Screens as filed in PubChem.
Artemis inh: Artemis (human) endonuclease inhibition; actives 0.78% (n = 30,000); recombinant Artemis, quenched FAM hairpin cleavage fluorescence; Q96SD1; inhibition, % at 10 µM;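 active = at 10 µM dose, at least 30% inhibition, measured as corrected fluorescence normalized to stimulator and neutral control wells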
Target sequence (Q96SD1 whole entry, looked up): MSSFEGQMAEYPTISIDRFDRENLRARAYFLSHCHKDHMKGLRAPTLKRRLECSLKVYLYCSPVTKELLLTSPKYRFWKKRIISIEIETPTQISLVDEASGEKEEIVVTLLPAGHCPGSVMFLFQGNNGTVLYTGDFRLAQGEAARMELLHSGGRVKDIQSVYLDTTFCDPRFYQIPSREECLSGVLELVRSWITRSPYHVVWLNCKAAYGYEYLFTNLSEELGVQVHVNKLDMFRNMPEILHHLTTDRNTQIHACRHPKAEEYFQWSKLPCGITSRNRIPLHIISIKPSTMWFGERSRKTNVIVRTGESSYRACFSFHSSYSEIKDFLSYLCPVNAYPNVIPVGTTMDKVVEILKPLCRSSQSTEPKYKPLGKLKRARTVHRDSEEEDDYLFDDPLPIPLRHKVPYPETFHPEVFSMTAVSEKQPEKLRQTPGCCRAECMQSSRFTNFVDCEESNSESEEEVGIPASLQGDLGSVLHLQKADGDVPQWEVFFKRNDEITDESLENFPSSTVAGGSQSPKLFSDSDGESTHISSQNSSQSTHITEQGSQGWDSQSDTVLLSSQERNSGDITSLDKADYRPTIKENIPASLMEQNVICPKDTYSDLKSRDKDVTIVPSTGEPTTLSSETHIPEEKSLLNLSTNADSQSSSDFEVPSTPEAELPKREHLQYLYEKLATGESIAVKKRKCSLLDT
Active calls of the source: *. These rows are one share of the data; the hit share may differ from the screen's.

For O=C(Oc1ccc(N(Cc2cccs2)C2=NS(=O)(=O)c3ccccc32)cc1)c1ccc(Cl)cc1 the results were Artemis inh 1.
`O=c1oc(/C=C/c2ccccc2)nc2sc3c(c12)CCC3` gave Artemis inh -9.
`Cc1ccc(CNC(=O)C2CC(=O)N(c3ccc(OCC(=O)N4CCCC4)cc3)C2)cc1` (centres undefined) gave Artemis inh -4.
For COc1cc(CNCc2ccccn2)ccc1OCc1ccc(Cl)cc1Cl the results were Artemis inh 16.
`O=C1c2ccccc2NC2(CCCC2)N1O` gave Artemis inh -4.
OCc1nc2ccccc2n1CC(O)Cn1ccc2ccccc21 (centres undefined) was read as Artemis inh 6.
For CN1C(=O)NC(c2ccccc2)C2=C1CN(c1ccc3ccccc3c1)C2=O (centres undefined) the results were Artemis inh 2.
For C=CCn1c(COc2ccc(Cl)cc2)nnc1SCC(=O)N/N=C/c1cccc(O)c1 the results were Artemis inh 6.
`Cn1c(N)c(C(=O)COC(=O)Cc2ccsc2)c(=O)n(C)c1=O` gave Artemis inh -10.
For CCOc1ccccc1C1C(C(=O)Nc2ccccc2OC)=C(C)Nc2nnnn21 (centres undefined) the results were Artemis inh 3.
Screening c1ccc2c(c1)CNC1(CCCCC1)C2 returned Artemis inh -1.
`CCOC(=O)c1c(O)c2ccccc2n(-c2ccccc2)c1=O` gave Artemis inh 5.
COc1ccc(-c2cc(-c3ccc(OC)cc3)c(C#N)c(SC)n2)cc1 was read as Artemis inh 7.
For O=C(O)Cc1ccc(C(=O)c2ccc(F)cc2)s1 the results were Artemis inh -1.
Screening C=CCn1c(SCC#N)nc2ccccc2c1=O returned Artemis inh 9.
For O=C(c1ccc(Cn2cc(Cl)cn2)o1)N1CCN(Cc2ccc3c(c2)OCO3)CC1 the results were Artemis inh -21.
COc1ccc(OCC(O)CNCc2ccco2)cc1 (centres undefined) was read as Artemis inh -5.
Cc1ccc(-c2cn(-c3ccccc3)c3[n+]2CCCS3)cc1 was read as Artemis inh 3.
Screening COc1ccc(-c2oc(NC(C)=O)c(C#N)c2-c2ccc(OC)cc2)cc1 returned Artemis inh 3.
For CCc1cc(=O)oc2cc(OCC(N)=O)c(Cl)cc12 the results were Artemis inh -5.
For CCOC(=O)C(NC=O)(NC(C)(C)C)C(=O)OCC the results were Artemis inh 3.
COc1ccc(CCNC(=O)Cn2c(=O)oc3ccccc32)cc1OC was read as Artemis inh 0.
Screening Nc1nonc1-c1noc(N2CCCCC2)n1 returned Artemis inh -6.
For CCCCC(c1nnnn1CCOC)N1CCN(C(=O)c2ccco2)CC1 (centres undefined) the results were Artemis inh -3.
For Cc1ccc(-c2nn(-c3ccccc3)cc2/C=N/NC(=O)c2ccc(Br)o2)cc1 the results were Artemis inh 7.
Screening Cc1cccc(-n2c(-c3ccncc3)n[nH]c2=S)c1 returned Artemis inh -4.
`Cn1c(=O)[nH]c(=O)c2c1nc(NCCCn1ccnc1)n2Cc1ccccc1` gave Artemis inh -3.
For COc1cccc(CN2CCN(CC(=O)Nc3ccccc3Cl)CC2)c1 the results were Artemis inh -13.
For Cc1ccc(C(=O)CSc2nnc(-c3ccccc3N)n2C)cc1C the results were Artemis inh 6.
For CC(=O)CC(C)(C)n1nnc(-c2ccccc2)n1 the results were Artemis inh 2.
`Cc1cc(=O)[nH]c(-n2[nH]c(C)cc2=O)n1` gave Artemis inh 5.
For Cc1ccc(SCCNC(=O)CN(c2ccc3c(c2)OCO3)S(C)(=O)=O)cc1 the results were Artemis inh 4.
`O=C1c2sc3nc4n(c(=O)c3c2CCC1Br)CCCCC4` (centres undefined) gave Artemis inh 16.
For CCOC(=O)COc1ccc(C2NC(C(=O)O)CS2)cc1 (centres undefined) the results were Artemis inh -1.
Screening O=C(Oc1cc(-c2ccccc2)no1)c1ccc(F)cc1 returned Artemis inh -2.
`COc1ccccc1N(CC(=O)NCC1CCCO1)C(=O)CCC(=O)Nc1nccs1` (centres undefined) gave Artemis inh 0.
Cn1c(=O)c2c(nc(NCC3CCCO3)n2Cc2ccccc2)n(C)c1=O (centres undefined) was read as Artemis inh -7.
For Nc1ccc(-c2nc3c(Cl)cc(N)cc3[nH]2)cc1 the results were Artemis inh 1.
`Cc1csc(SCC(=O)Nc2cc(S(=O)(=O)N3CCCC3)ccc2Cl)n1` gave Artemis inh -9.
COc1cc(NC(=O)COC(=O)[C@@H]2CCCN2S(=O)(=O)c2ccc(Cl)cc2)cc(OC)c1OC was read as Artemis inh -5.

Looked up by structure from above, two records:
`Cc1csc(SCC(=O)Nc2cc(S(=O)(=O)N3CCCC3)ccc2Cl)n1` gave Artemis inh -9.
`COc1ccccc1N(CC(=O)NCC1CCCO1)C(=O)CCC(=O)Nc1nccs1` (centres undefined) gave Artemis inh 0.

New compounds follow.
COc1cccc(-c2nc(CS(=O)(=O)c3ccccc3)no2)c1 was read as Artemis inh 0.
For c1ccc2oc(-c3ccc4nc[nH]c4c3)nc2c1 the results were Artemis inh -2.
For CN(CC(=O)OCC(=O)NC(=O)c1cccn1C)S(=O)(=O)c1ccc(Cl)cc1 the results were Artemis inh -11.
Cc1ccc(-c2nnc(C)c(N3CCOCC3)n2)cc1 was read as Artemis inh -6.
Screening CCCNC(=O)NC(=O)CSc1nc2cc(C(=O)OC)ccc2c(=O)n1-c1ccccc1 returned Artemis inh -3.
COc1ccc(CCn2c(N)cc(=O)[nH]c2=S)cc1OC was read as Artemis inh 3.
Screening Cc1cccc(NC(=O)CC2NCCNC2=O)c1 (centres undefined) returned Artemis inh 3.
CCOC(=O)c1cccc(NC(=O)C2CCCO2)c1 (centres undefined) was read as Artemis inh 2.
CCOC(=O)c1ccc(NC(=O)CSc2nnc(CNC(=O)c3c(F)cccc3Cl)o2)cc1 was read as Artemis inh 15.
`Fc1ccc(C(c2nnnn2CCc2ccccc2)N2CCCc3ccccc32)cc1` (centres undefined) gave Artemis inh 15.
O=C(c1cccc(F)c1)N1CCC(N2CCOCC2)CC1 was read as Artemis inh -9.
Screening COc1ccc(C(F)(F)F)cc1NC(=O)c1nc2nc(C)cc(C(F)F)n2n1 returned Artemis inh 7.
For Cc1cc(=O)oc(C)c1C(=O)N1CCCCC1 the results were Artemis inh -7.
Screening Cc1nc2ccccn2c1C(=O)c1ccccc1 returned Artemis inh 10.
`COc1ccccc1/C=C/C=N/N1CCN(c2ccccn2)CC1` gave Artemis inh 2.
For CCc1cc2c3c(c(=O)oc2cc1OC)CCCC3 the results were Artemis inh 10.
For N#CCSc1nc(N)c(C#N)c(C2CCCCC2)c1C#N the results were Artemis inh -1.
`Cc1[nH]n(-c2cccc3ccccc23)c(=O)c1C=Nc1ccc2[nH]c(=O)[nH]c2c1` gave Artemis inh 3.
CC(C)C(C(=O)Nc1ncn[nH]1)N1C(=O)c2ccccc2C1=O (centres undefined) was read as Artemis inh -3.
For CCOC(=O)C1CCN(C(=O)CCc2nc3ccccc3[nH]2)CC1 the results were Artemis inh -3.
For COc1ccc2c(C=Nc3c(C)n(C)n(-c4ccccc4)c3=O)c(O)n(Cc3ccco3)c(=O)c2c1 the results were Artemis inh 20.
`CCOc1ccccc1NC(=O)CN(c1ccc(C)cc1)S(=O)(=O)c1c(C)n[nH]c1C` gave Artemis inh 2.
`Cc1ccc(C)c(NC(=O)Cn2nnc(C(=O)Nc3c(C)cccc3C)c2N)c1` gave Artemis inh 8.
Screening c1ccc(N(c2ccccc2)c2nc(-n3ccnc3)nc(-n3ccnc3)n2)cc1 returned Artemis inh 11.
CCc1ccc(/C=C2\SC(=S)N(CCCC(=O)Nc3ccccn3)C2=O)cc1 was read as Artemis inh 13.
For COc1ccc(OC)c(/C=N/NC(=O)c2csc3ccccc23)c1 the results were Artemis inh 5.
`O=C1C=C(c2ccc(Cl)cc2)C(=O)N1Nc1ccccc1` gave Artemis inh -4.
`COC(=O)COc1ccc2oc(=O)cc(C)c2c1` gave Artemis inh -8.
For O=C1N(CN2C(=O)C3(OCCO3)c3ccccc32)c2ccccc2C12OCCO2 the results were Artemis inh -10.
`CC1(C)Cc2c(C#N)c(NCc3ccco3)nc(-c3ccco3)c2CO1` gave Artemis inh 3.
For CN(C)C(=O)c1cc(Cl)ccc1Sc1cc(Cl)ccc1Cl the results were Artemis inh 3.
For CCn1c(NCc2ccccc2Cl)nc2ccccc21 the results were Artemis inh -5.
Screening CC(C1CC2CCC1C2)n1c(COc2ccccc2F)nnc1SCC(N)=O (centres undefined) returned Artemis inh 0.
`Cn1cnc2c(N3CCCCC3)nccc21` gave Artemis inh 0.
For CCOC(=O)c1c(N)sc(C(=O)Nc2ccc3c(c2)OCO3)c1C the results were Artemis inh 3.
C/C(NC(=O)c1cccc(F)c1)=C1/C(=O)C[C@@H]2[C@H]1C2(C)C was read as Artemis inh 13.
For O=C(c1cnn2c(C(F)(F)F)cc(-c3cccs3)nc12)N1CCN(C(c2ccccc2)c2ccccc2)CC1 the results were Artemis inh 2.
Screening CC(=O)N(c1c(C)n(C)n(-c2ccccc2)c1=O)C1(C(=O)NC2CCCC2)CCCCC1 returned Artemis inh 2.

Structures from the list above that contain a halogen (24):
For O=C(Oc1ccc(N(Cc2cccs2)C2=NS(=O)(=O)c3ccccc32)cc1)c1ccc(Cl)cc1 the results were Artemis inh 1.
For COc1cc(CNCc2ccccn2)ccc1OCc1ccc(Cl)cc1Cl the results were Artemis inh 16.
For C=CCn1c(COc2ccc(Cl)cc2)nnc1SCC(=O)N/N=C/c1cccc(O)c1 the results were Artemis inh 6.
For O=C(O)Cc1ccc(C(=O)c2ccc(F)cc2)s1 the results were Artemis inh -1.
For O=C(c1ccc(Cn2cc(Cl)cn2)o1)N1CCN(Cc2ccc3c(c2)OCO3)CC1 the results were Artemis inh -21.
For CCc1cc(=O)oc2cc(OCC(N)=O)c(Cl)cc12 the results were Artemis inh -5.
For Cc1ccc(-c2nn(-c3ccccc3)cc2/C=N/NC(=O)c2ccc(Br)o2)cc1 the results were Artemis inh 7.
For COc1cccc(CN2CCN(CC(=O)Nc3ccccc3Cl)CC2)c1 the results were Artemis inh -13.
`O=C1c2sc3nc4n(c(=O)c3c2CCC1Br)CCCCC4` (centres undefined) gave Artemis inh 16.
Screening O=C(Oc1cc(-c2ccccc2)no1)c1ccc(F)cc1 returned Artemis inh -2.
For Nc1ccc(-c2nc3c(Cl)cc(N)cc3[nH]2)cc1 the results were Artemis inh 1.
`Cc1csc(SCC(=O)Nc2cc(S(=O)(=O)N3CCCC3)ccc2Cl)n1` gave Artemis inh -9.
COc1cc(NC(=O)COC(=O)[C@@H]2CCCN2S(=O)(=O)c2ccc(Cl)cc2)cc(OC)c1OC was read as Artemis inh -5.
For CN(CC(=O)OCC(=O)NC(=O)c1cccn1C)S(=O)(=O)c1ccc(Cl)cc1 the results were Artemis inh -11.
CCOC(=O)c1ccc(NC(=O)CSc2nnc(CNC(=O)c3c(F)cccc3Cl)o2)cc1 was read as Artemis inh 15.
`Fc1ccc(C(c2nnnn2CCc2ccccc2)N2CCCc3ccccc32)cc1` (centres undefined) gave Artemis inh 15.
O=C(c1cccc(F)c1)N1CCC(N2CCOCC2)CC1 was read as Artemis inh -9.
Screening COc1ccc(C(F)(F)F)cc1NC(=O)c1nc2nc(C)cc(C(F)F)n2n1 returned Artemis inh 7.
`O=C1C=C(c2ccc(Cl)cc2)C(=O)N1Nc1ccccc1` gave Artemis inh -4.
For CN(C)C(=O)c1cc(Cl)ccc1Sc1cc(Cl)ccc1Cl the results were Artemis inh 3.
For CCn1c(NCc2ccccc2Cl)nc2ccccc21 the results were Artemis inh -5.
Screening CC(C1CC2CCC1C2)n1c(COc2ccccc2F)nnc1SCC(N)=O (centres undefined) returned Artemis inh 0.
C/C(NC(=O)c1cccc(F)c1)=C1/C(=O)C[C@@H]2[C@H]1C2(C)C was read as Artemis inh 13.
For O=C(c1cnn2c(C(F)(F)F)cc(-c3cccs3)nc12)N1CCN(C(c2ccccc2)c2ccccc2)CC1 the results were Artemis inh 2.
